ADAM10 inh – inhibitors of human ADAM10; recombinant ADAM10, EDANS/DABCYL FRET peptide cleavage, 3 h; inhibition, % at 7 µM; O14672; 370,000 tested, 0.62% active;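 active = inhibition above a per-campaign cutoff equal to the mean of compounds falling between control-based bounds plus 3 SD, cut at about 20% in these data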;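 note: 0% = DMSO wells while the 100% control is not disclosed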
Target sequence (O14672 214-748 limits assumed): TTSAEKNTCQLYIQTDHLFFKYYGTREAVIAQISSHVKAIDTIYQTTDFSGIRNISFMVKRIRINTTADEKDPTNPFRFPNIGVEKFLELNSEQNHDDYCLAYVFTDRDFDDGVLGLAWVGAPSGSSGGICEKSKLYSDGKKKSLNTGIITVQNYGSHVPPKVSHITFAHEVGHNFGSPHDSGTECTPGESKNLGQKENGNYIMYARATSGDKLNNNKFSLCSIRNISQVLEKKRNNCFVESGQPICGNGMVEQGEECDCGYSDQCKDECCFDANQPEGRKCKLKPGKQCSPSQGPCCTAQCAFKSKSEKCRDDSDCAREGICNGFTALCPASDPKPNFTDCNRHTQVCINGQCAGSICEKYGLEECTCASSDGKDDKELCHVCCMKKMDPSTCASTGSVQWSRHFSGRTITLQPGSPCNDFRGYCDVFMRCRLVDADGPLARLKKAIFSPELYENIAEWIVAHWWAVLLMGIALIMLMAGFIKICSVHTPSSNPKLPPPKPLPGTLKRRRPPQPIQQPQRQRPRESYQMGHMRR
PLC-gamma1 inh – blocks human PLC-gamma1 enzyme activity | purified PLC-gamma1, fluorogenic substrate, fluorescence | inhibition, % at 12.2 µM | 370,000 tested, 0.84% active; in the data active = inhibition above about 9.5%
hgDAF-12 ag – activates the H. glycines DAF-12 receptor ligand-binding domain; HEK293 GAL4-hgDAF12 UAS-luciferase reporter, agonist luminescence; normalized to butyrate control; activation, % at 6.8 µM; 370,000 tested, 1.8% active; AID 687014;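 active = activation above a cutoff set at the mean of all screened compounds plus 3 SD, cut at about 10% in these data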;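 note: 0% = DMSO wells and 100% = sodium butyrate wells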
ADAM17 inh – inhibits human ADAM17; P78536; recombinant ADAM17, EDANS/DABCYL FRET peptide cleavage; inhibition, % at 6.95 µM; 370,000 tested, 0.83% active;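 active = inhibition above the mean of compounds lying between control limits plus 3 SD, set per campaign, cut at about 8.5% in these data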;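 note: 0% = DMSO-only wells as the low control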
sPLA2-III inh – Inhibits HGIII-sPLA2 liposome hydrolysis, primary screen; AID 743126; QFRET BODIPY PC-A2 liposome hydrolysis, fluorescence; Q9NZ20; 370,000 tested, 0.56% active; inhibition, % at 12.2 µM;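 active = inhibition above mean plus 3 SD of compounds lying within the high and low control bounds, cut at about 19% in these data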;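 note: 0% = median of test compound wells and 100% = no enzyme DMSO wells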
Target sequence (Q9NZ20 whole entry, looked up): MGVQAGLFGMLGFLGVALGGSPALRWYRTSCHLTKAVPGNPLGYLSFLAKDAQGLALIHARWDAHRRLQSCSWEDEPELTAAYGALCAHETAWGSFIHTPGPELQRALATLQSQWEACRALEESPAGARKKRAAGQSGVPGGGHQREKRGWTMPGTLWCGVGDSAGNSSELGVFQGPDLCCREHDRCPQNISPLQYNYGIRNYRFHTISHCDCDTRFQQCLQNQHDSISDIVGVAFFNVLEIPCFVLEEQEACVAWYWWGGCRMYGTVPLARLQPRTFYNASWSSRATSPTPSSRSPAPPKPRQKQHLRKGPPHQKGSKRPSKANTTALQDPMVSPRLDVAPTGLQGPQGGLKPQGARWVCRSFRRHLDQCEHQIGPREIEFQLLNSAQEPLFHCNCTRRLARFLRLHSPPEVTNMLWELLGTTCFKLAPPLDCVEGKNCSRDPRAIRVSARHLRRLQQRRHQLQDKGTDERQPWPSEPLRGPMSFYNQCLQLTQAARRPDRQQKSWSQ
hcDAF-12 act – activators of H. contortus DAF-12 nuclear receptor; HEK293 hcDAF-12 lit1-tk-luc reporter, luminescence; 0% DMSO, 100% Δ7-dafachronic acid; activation, % at 6.8 µM; 370,000 tested, 1.4% active;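 active = activation above the mean of all tested compounds plus 3 SD, cut at about 5.5% in these data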;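 note: 100% = response to 3 µM Δ7-dafachronic acid high control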
ssDAF12 agonist – activates DAF-12 receptor from parasite S. stercoralis | activation, % at 6.8 µM | AID 652126 | HEK293 ssDAF-12/GRIP1 lit1-tk-luc reporter, luminescence; % of 3 µM dafachronic acid response | 370,000 tested, 1% active;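 active = activation above the mean over all tested compounds plus 3 SD, cut at about 0.9% in these data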;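 note: 0% = DMSO-only wells and 100% = 3 µM delta7-dafachronic acid wells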
PLC-beta3 inh – blocks human PLC-beta3 enzyme activity; Purified PLC-beta3, fluorogenic substrate, fluorescence; inhibition, % at 12.2 µM; 370,000 tested, 0.18% active; in the data active = inhibition above about 11%;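 note: 0% = median of compound wells on plate and 100% = full blocker control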
DAX1 inh-1 – NR0B1 (DAX1) inhibition; HEK293 Gal4-DAX1 luciferase reporter, luminescence; AID 504766; 340,000 tested, 0.99% active; inhibition, % at 6.75 µM;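 active = inhibition above the mean over all tested compounds plus 3 SD, cut at about 4.2% in these data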;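 note: 0% = DAX1-transfected cells with DMSO and 100% = empty-vector control cells with DMSO; inhibition shows as a rise in luminescence from relieved DAX1 repression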
FXN GAA850 act – activators of GAA850 frataxin (FXN) promoter. HEK293 lucGAA850 FXN promoter luciferase reporter, 24 h; percent of 10 µM SAHA response. activation, % at 6 µM. 360,000 tested, 0.56% active. AID 540364;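 active = activation above the average of all compounds screened plus 3 SD, cutoff fixed separately per campaign, cut at about 7.5% in these data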;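 note: 0% = DMSO wells and 100% = 10 µM SAHA wells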
DAX1 inh-2 – blocks DAX1 repression of SF-1 activated StAR promoter. HEK293T StAR-luciferase reporter, SF-1/DAX-1 repression relief. 370,000 tested, 1.1% active. AID 652010. inhibition, % at 6.8 µM;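 active = inhibition above the mean over all tested compounds plus 3 SD, cut at about 3.6% in these data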;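 note: 0% = DAX-1 cells with DMSO and 100% = cells lacking DAX-1 with DMSO; higher inhibition means more luminescence from relief of DAX-1 repression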
* marks the source's active call; other numbers are inactive results; i = inactive; · = no result given.

SMILES	ADAM10 inh	PLC-gamma1 inh	hgDAF-12 ag	ADAM17 inh	sPLA2-III inh	hcDAF-12 act	ssDAF12 agonist	PLC-beta3 inh	DAX1 inh-1	FXN GAA850 act	DAX1 inh-2
COc1ccc(C2c3ccc(O)cc3Oc3ncn(CCN4CCOCC4)c(=N)c32)cc1OC (centres undefined)	-8	-1	0.0	-1	6	-2.5	-2.0	-9	2.7	1.5	0.6
C=CC[C@@]1(c2ccccc2)Oc2ccccc2-c2nc3ccccc3nc21	-101	-36	-2.2	-26	-1	-2.1	-1.6	-55	·	·	-0.6
CC(C)CC(c1nnnn1C(C)C)N1CCN(c2cccc(Cl)c2)CC1 (centres undefined)	1	-2	1.8	-2	3	-0.4	-0.9	1	0.7	-0.7	0.5
CCC(CC)C(=O)Nc1cc(C(=O)OC)ccc1C(=O)OC	-82	-18	-4.5	-19	13	-2.2	-0.9	-23	0.2	-1.2	-0.3
CCN1C(=O)[C@H]2[C@@H](c3ccc(-c4ccc(Cl)c(Cl)c4)cc3)N[C@@](C)(C(=O)OC)[C@H]2C1=O	1	0	0.1	-2	-2	-1.9	-1.1	4	0.7	-2.0	0.4
N#Cc1ccc(C(=O)Nc2nnc(-c3cccs3)o2)cc1	-10	-1	5.3	-5	-1	-1.5	-0.8	-28	1.2	-2.4	-1.0
COCC(C)n1c(C)cc(C(=O)COC(=O)c2oc3ccccc3c2C)c1C (centres undefined)	14	0	-3.3	2	-13	-2.4	-1.7	-3	0.3	0.0	-1.5
CC(C)[C@H](NC(=O)CCn1nnc2ccccc2c1=O)C(=O)O	-10	1	-2.5	2	11	-1.6	-1.1	1	0.2	-0.8	-0.2
CCOC(=O)Cc1sc(N)nc1C	-1	0	-0.5	-1	-4	-1.0	-1.6	1	-0.8	-2.3	-0.3
CN1CCc2cc3c(c4c2[C@H]1[C@H](O)c1ccccc1-4)OCO3	-44	-220	-2.8	-2	0	-0.1	-1.3	-270	-0.6	0.1	0.0
COc1ccc(-c2noc(CN(C(=O)C(C)(C)C)C(C)C)n2)cc1	2	1	1.3	-1	-2	0.0	-0.2	4	0.4	3.9	0.6
COc1ccc(-c2cc(C(=O)N3CCN(c4ccccc4OC)CC3)no2)cc1OC	-5	-3	-0.9	-7	0	-3.5	-1.6	-8	-0.3	1.9	-0.3
CC1C(=O)C(C)C(c2ccc(Cl)cc2)NC1c1ccc(Cl)cc1 (centres undefined)	1	-1	-0.1	1	-1	0.1	-2.4	3	·	1.7	-0.2
N#C/C(=C\Nc1ccccc1SC(F)(F)F)c1nc(-c2ccc(F)cc2)cs1	-4	2	-0.2	1	6	-0.7	-0.8	-2	1.7	-0.2	0.2
COc1ccc(C)cc1NC(=O)NC1CCN(Cc2ccccc2)CC1	-5	-2	2.3	-8	-4	-0.1	-1.9	-2	0.1	0.7	0.4
CCC(CC)C(=O)c1c[nH]c(C(=O)NCCCn2ccnc2)c1	4	7	3.5	5	0	-0.8	-1.2	4	1.7	-0.5	0.3
COc1ccccc1NS(=O)(=O)c1ccc(C)c(C(=O)NCC2(N(C)C)CCCCC2)c1	-5	3	-1.4	-2	6	1.2	-1.3	-6	-0.4	-1.3	2.9
CCN(CC)C(=O)[C@H]1C[C@H](CC(=O)NCc2ccco2)C(=O)N2CCc3c([nH]c4cc(CCC(=O)N(C)C)ccc34)[C@]12C	-9	-3	0.2	-3	7	-1.2	-1.5	-3	-0.3	0.1	0.5
Cc1cc(C(=O)Cn2nc(C(=O)O)c3ccccc3c2=O)c(C)n1CC(F)(F)F	2	2	2.2	0	-8	2.1	-0.8	-5	3.2	2.1	1.7
COC(=O)[C@]12CCCCC=C1N(CCc1ccc(OC)c(OC)c1)C(=O)[C@H](CC(=O)NCCC(C)C)C2	-9	1	-4.1	-4	-5	-1.9	-0.9	2	·	·	0.4
Cc1cccc(Cn2cc(COC(=O)N3CCCC3)nn2)c1	-8	0	-1.6	-3	5	-0.9	-1.6	-3	·	·	-0.3
CCCC[C@@H]1C=C(C(=O)O)[C@H](c2ccc(CC)cc2)N1S(=O)(=O)c1ccc(C)cc1	3	1	-0.9	4	-22	-1.1	-0.7	-1	-0.6	0.1	0.1
O=C(CN1CC(c2ccccc2)CC1=O)N/N=C/c1cc(Br)ccc1O (centres undefined)	-106	-144	-7.6	-29	-28	-1.1	-1.7	-166	0.0	-1.2	-1.5
CSc1ncc(C(=O)Nc2ccc(C(C)=O)cc2)c(C)n1	-6	-5	6.6	-10	8	-0.5	-0.2	-17	0.5	4.5	0.1
CCOC(=O)C(NC(C)=O)(Nc1ccc(S(=O)(=O)Nc2onc(C)c2C)cc1)C(F)(F)F (centres undefined)	-4	-2	1.9	-4	-3	-0.6	-0.4	0	-0.9	2.9	-0.2
Cc1cnn(-c2cc(N/N=C/c3ccccc3F)ncn2)c1	7	12*	1.9	5	4	-0.6	-0.9	5	1.8	0.0	0.0
O=C(O)c1ccc(NC(=O)C2(c3ccccc3)CCCC2)cc1	-14	1	-1.1	-6	13	0.6	-1.0	-9	-0.1	1.3	-0.2
CCN(CC)S(=O)(=O)c1ccc(NC(=O)c2ccc(OCC3CCCO3)cc2)cc1 (centres undefined)	2	0	-7.5	1	-15	-4.4	-2.4	-6	-2.7	-2.7	-5.7
COCCSc1ccccc1C(=O)Nc1nccs1	-5	0	0.3	-4	4	5.0	-1.1	2	0.9	-4.4	-0.5
Cc1ccc(-c2csc(N3CCN(c4cc5c(cc4Cl)nc(C)n5CCN4CCCCC4)CC3)n2)cc1	1	-15	-1.3	-1	2	-0.2	-1.2	-14	-0.5	-0.8	-0.1

10 structures out of the list, sorted by number of heavy atoms, high to low.
SMILES	ADAM10 inh	PLC-gamma1 inh	hgDAF-12 ag	ADAM17 inh	sPLA2-III inh	hcDAF-12 act	ssDAF12 agonist	PLC-beta3 inh	DAX1 inh-1	FXN GAA850 act	DAX1 inh-2
Cc1ccc(-c2csc(N3CCN(c4cc5c(cc4Cl)nc(C)n5CCN4CCCCC4)CC3)n2)cc1	1	-15	-1.3	-1	2	-0.2	-1.2	-14	-0.5	-0.8	-0.1
COc1ccccc1NS(=O)(=O)c1ccc(C)c(C(=O)NCC2(N(C)C)CCCCC2)c1	-5	3	-1.4	-2	6	1.2	-1.3	-6	-0.4	-1.3	2.9
CCN1C(=O)[C@H]2[C@@H](c3ccc(-c4ccc(Cl)c(Cl)c4)cc3)N[C@@](C)(C(=O)OC)[C@H]2C1=O	1	0	0.1	-2	-2	-1.9	-1.1	4	0.7	-2.0	0.4
CCN(CC)S(=O)(=O)c1ccc(NC(=O)c2ccc(OCC3CCCO3)cc2)cc1 (centres undefined)	2	0	-7.5	1	-15	-4.4	-2.4	-6	-2.7	-2.7	-5.7
C=CC[C@@]1(c2ccccc2)Oc2ccccc2-c2nc3ccccc3nc21	-101	-36	-2.2	-26	-1	-2.1	-1.6	-55	·	·	-0.6
CC(C)CC(c1nnnn1C(C)C)N1CCN(c2cccc(Cl)c2)CC1 (centres undefined)	1	-2	1.8	-2	3	-0.4	-0.9	1	0.7	-0.7	0.5
COc1ccc(-c2noc(CN(C(=O)C(C)(C)C)C(C)C)n2)cc1	2	1	1.3	-1	-2	0.0	-0.2	4	0.4	3.9	0.6
CCC(CC)C(=O)c1c[nH]c(C(=O)NCCCn2ccnc2)c1	4	7	3.5	5	0	-0.8	-1.2	4	1.7	-0.5	0.3
Cc1cnn(-c2cc(N/N=C/c3ccccc3F)ncn2)c1	7	12*	1.9	5	4	-0.6	-0.9	5	1.8	0.0	0.0
CSc1ncc(C(=O)Nc2ccc(C(C)=O)cc2)c(C)n1	-6	-5	6.6	-10	8	-0.5	-0.2	-17	0.5	4.5	0.1

Further records follow:
SMILES	ADAM10 inh	PLC-gamma1 inh	hgDAF-12 ag	ADAM17 inh	sPLA2-III inh	hcDAF-12 act	ssDAF12 agonist	PLC-beta3 inh	DAX1 inh-1	FXN GAA850 act	DAX1 inh-2
CCOc1cc(NC(=S)NCC(C)C)c(OCC)cc1NC(=O)c1cccs1	7	1	0.3	-1	7	-0.5	-1.1	2	2.1	-1.7	0.4
O=[N+]([O-])c1ccc(N2CCN(S(=O)(=O)c3ccccc3[N+](=O)[O-])CC2)cc1NCc1cccnc1	4	3	-4.5	-2	0	-2.8	-1.9	10	-0.7	1.5	-1.3
Cc1ccc2nc(-c3ccc(NS(C)(=O)=O)cc3)cc(-c3ccccc3)c2c1	-52	i	0.9	-22	-52	-1.0	-0.8	i	-0.3	-0.8	-2.2
Cc1ccc(-c2nnc(NC(=O)CCS(=O)(=O)c3ccccc3)o2)c(C)c1	-10	-6	0.9	3	11	1.5	-0.7	-9	0.4	0.1	-0.5
CC(=O)Oc1cccc2c1C(=O)c1c(OC(C)=O)cc(C(=O)O)cc1C2=O	-13	-15	2.9	-8	7	0.6	-0.5	-19	0.3	0.1	-1.1
Cc1ccc(Cn2cnc3c(cnn3C(C)(C)C)c2=O)cc1	0	3	-0.6	0	-1	-2.2	-2.0	-1	-1.4	-1.7	-1.4
O=C(CN1c2cccc3cccc(c23)S1(=O)=O)NCCc1ccc(F)cc1	-57	-51	-3.9	-17	-4	-1.7	-1.6	-69	-0.6	1.7	-1.5
O=C(NCc1ccc2c(c1)OCO2)C1CCN(c2nccc(C(F)(F)F)n2)CC1	-5	-2	-0.6	0	0	-0.2	-0.3	-6	0.6	0.2	0.3
OC(c1ccc(CN2CCCCC2)cc1)c1ncc(-c2ccccc2F)[nH]1 (centres undefined)	-4	-2	0.2	-2	-9	0.1	-1.3	0	·	-1.5	0.7
Cc1ccc(C)n1-c1ccc(C(=O)NN=C2CCCC2)cc1	2	-4	-1.5	-7	-1	-0.2	-0.9	-11	1.4	1.1	-0.3
COc1cc(NC(=O)Cc2ccccc2OC)cc(OC)c1	0	1	3.2	-2	-2	-1.9	-0.9	-1	0.1	-0.3	0.2
CCN(CC(=O)Nc1ccc2c(c1)OCCO2)C(=O)C1CC(=O)N(c2ccc(OC)cc2OC)C1 (centres undefined)	-9	1	-1.5	-1	-1	-0.7	-1.3	-5	-0.5	-1.1	0.5
COc1ccc(/C=C2/SC(=O)N(CCCCCC(=O)Nc3ccccc3C(=O)O)C2=S)cc1	0	3	-14	2	-15	-2.9	-3.4	3	0.3	-7.9	-0.3
CCCOc1ccc(C(=O)Nc2c[nH]c(=O)[nH]c2=O)cc1	-1	0	2.2	1	-2	-0.8	-1.6	2	2.3	5.7	-0.4
CCOc1ccc(CCNC(=O)C2CCN(S(=O)(=O)N3CCCCC3)CC2)cc1OCC	0	0	-1.4	0	0	3.6	-1.6	2	0.3	0.2	0.0
COc1cc(/C=N/NC(=O)Cc2ccccc2)cc(OC)c1OC	4	0	-0.3	1	2	-0.8	-1.1	-1	0.4	0.5	-0.7
COc1cc(NC(=O)c2c(-c3ccccc3Cl)noc2C)c2ncccc2c1	7	0	2.1	-1	3	0.2	-0.9	-4	0.6	0.8	-0.5
Cc1cc(C)c(C#N)c(Oc2ccc(O)cc2)n1	-2	3	0.5	2	-7	-0.9	-1.8	3	0.0	0.0	0.5

Source: PubChem BioAssay
